HCMV antiviral – qHTS Assay for inhibitors of the human cytomegalovirus (HCMV) | actives 4.5% (n = 410,000) | activity change, negative = inhibition, % at 57.5 µM | AID 1259415, 2018 | HFF cells, HCMV-luciferase reporter, 72 h; hits give low values; in the data active = activity change below about -60%; inconclusive = no clear call, values can overlap the other calls; inactive = above about -39%
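Screen run at 2 compound doses on HFFs infected with reporter HCMV, MOI 1 PFU/cell. Luciferase activity from cell lysates at 72 h post infection gave inhibition relative to buffer-only and Salinomycin wells.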
AmpC inh detg – qHTS Inhibitors of AmpC Beta-Lactamase (assay with detergent). AmpC hydrolysis of nitrocefin, absorbance 480 nm, 0.01% Triton. P00811. Potency, µM (highest dose often 114 µM), inactives show at the highest dose activity change, negative = inhibition, hits mostly inhibitors. actives 0.041% (n = 370,000). AID 485294, 2010;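 note: potency is the fitted concentration of half-maximal effect; 0% = no-compound wells and -100% = no-enzyme wells; nearly all actives have a fitted effect of over 25% in size; some results filed as inactive show a strong effect at the top dose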
Target sequence (P00811 whole entry, looked up): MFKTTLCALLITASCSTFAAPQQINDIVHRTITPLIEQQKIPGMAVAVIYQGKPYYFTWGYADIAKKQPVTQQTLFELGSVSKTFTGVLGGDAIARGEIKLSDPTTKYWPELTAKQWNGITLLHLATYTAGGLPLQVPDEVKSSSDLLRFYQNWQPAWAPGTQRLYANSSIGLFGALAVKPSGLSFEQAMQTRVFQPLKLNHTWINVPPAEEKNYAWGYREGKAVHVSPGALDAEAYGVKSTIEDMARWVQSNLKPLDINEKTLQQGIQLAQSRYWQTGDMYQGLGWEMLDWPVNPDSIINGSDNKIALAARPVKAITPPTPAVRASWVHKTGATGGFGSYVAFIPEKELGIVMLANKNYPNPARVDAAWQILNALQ
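AmpC (5.3 nM in the dispensed reagent) in 20 mM phosphate pH 7.0 with 0.01% (detergent screen) or 0.0001% Triton X-100 was preincubated with compounds for 15 min at room temperature. Nitrocefin was then added from an 800 uM solution, and hydrolysis was followed at 480 nm.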
LmPK inh – qHTS Assay for Inhibitors of Leishmania Mexicana Pyruvate Kinase (LmPK) | Q27686 | purified LmPK, Kinase-Glo ATP luminescence, 1 h | Potency, µM (highest dose often 57.5 µM), for inactives: at the top dose activity change, negative = inhibition, usual class: inhibitors | actives 0.37% (n = 290,000) | AID 1721, 2009; note: potency is the fitted concentration of half-maximal effect
Target sequence (Q27686 whole entry, looked up): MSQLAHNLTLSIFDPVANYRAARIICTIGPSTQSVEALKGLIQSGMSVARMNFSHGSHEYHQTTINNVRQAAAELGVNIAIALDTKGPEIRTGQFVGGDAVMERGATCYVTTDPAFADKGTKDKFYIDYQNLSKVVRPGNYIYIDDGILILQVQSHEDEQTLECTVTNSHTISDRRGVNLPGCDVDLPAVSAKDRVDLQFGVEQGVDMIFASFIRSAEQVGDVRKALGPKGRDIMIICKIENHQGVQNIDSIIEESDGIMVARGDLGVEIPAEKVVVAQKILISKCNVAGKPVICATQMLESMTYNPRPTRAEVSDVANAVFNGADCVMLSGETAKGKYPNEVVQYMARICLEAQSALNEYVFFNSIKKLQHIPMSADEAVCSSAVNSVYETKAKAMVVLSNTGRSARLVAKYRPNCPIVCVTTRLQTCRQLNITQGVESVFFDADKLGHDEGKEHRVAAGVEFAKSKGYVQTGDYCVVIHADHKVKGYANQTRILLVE
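Pyruvate kinase activity monitored as ATP production (luciferase luminescence). Conditions: 0.1 nM enzyme, 0.5 mM PEP, 0.1 mM ADP, 1 h, RT; normalized against uninhibited and no-enzyme wells.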
Tb PYK inh – qHTS of Trypanosoma Brucei Inhibitors; AID 624173, 2012; TbPYK enzyme, Kinase-Glo Plus ATP luminescence, 45 min; Potency, µM (series often up to 76.8 µM), inactives show at the highest dose activity, negative = inhibition, hits mostly inhibitors; pyruvate kinase (Trypanosoma brucei), Q57TT1; actives 0.12% (n = 410,000); note: potency is the fitted concentration of half-maximal effect; nearly all actives have a fitted effect of over 50% in size
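Screened from lowest to highest concentration, compounds were pinned into TbPYK/substrate mixtures, and ADP (130 uM final) was added. Plates sat at room temperature for 45 min prior to Kinase-Glo Plus detection by luminescence.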
AmpC inh no detg – qHTS Inhibitors of AmpC Beta-Lactamase (assay without detergent) | actives 0.52% (n = 330,000) | AmpC nitrocefin hydrolysis, absorbance 480 nm, 0.0001% Triton | Potency, µM (highest dose often 57.1 µM), for the others: at the top dose activity change, negative = inhibition, actives largely listed as inhibitors | AID 485341, 2010 | P00811;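 note: potency is the fitted concentration of half-maximal effect; plate controls were no compound for no effect and no enzyme for full effect; nearly all actives have a fitted effect of over 20% in size; some results filed as inactive show a strong effect at the top dose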
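AmpC (5.3 nM in the dispensed reagent) in 20 mM phosphate pH 7.0 with 0.01% (detergent screen) or 0.0001% Triton X-100 was preincubated with compounds for 15 min at room temperature. Nitrocefin was then added from an 800 uM solution, and hydrolysis was followed at 480 nm.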
Sm TGR inh – qHTS Assay for the Inhibitors of Schistosoma Mansoni Peroxiredoxins; Potency, µM (titrated, usually from 114 µM), for the others: at the highest dose activity change, negative = inhibition, actives largely listed as inhibitors; actives 3% (n = 360,000); Schistosoma mansoni thioredoxin glutathione reductase (TGR), Q962Y6; AID 485364, 2010; purified TGR, DTNB reduction, TNB absorbance 405 nm; note: potency is the fitted concentration of half-maximal effect; nearly all actives have a fitted effect of over 60% in size
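Kinetic colorimetric format: TGR-catalysed, NADPH-driven DTNB reduction monitored via TNB absorbance. Enzyme dispensed at 20 nM; compound exposure 15 min at room temperature before reaction start.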
AMA1 RON2 block – qHTS for Inhibitors of AMA1-RON; Towards Development of Antimalarial Drug Lead: Primary Screen | AID 720542, 2013 | Potency, µM (top dose mostly 58.2 µM), inactives show top-dose activity change, negative = inhibition, most hits filed as inhibitors | Plasmodium falciparum AMA1 (3D7) - RON2 peptide interaction | AlphaScreen AMA1-biotinylated RON2 peptide binding | actives 0.2% (n = 360,000);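 note: potency is the fitted concentration of half-maximal effect; 0% = vehicle wells and -100% = peptide control; nearly all actives have a fitted effect of over 45% in size; some results filed as inactive show a strong effect at the top dose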
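AMA1 (3D7) with his tag at 25 nM final met compounds first, then biotinylated RON2 peptide at 25 nM; detection used donor plus acceptor beads, 10 µg/mL apiece, read by AlphaScreen after 30 min at room temperature.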
The depositor's hits bear a star; ? = inconclusive; . = no result given; & = joins results of further samples; [ ] = another dose, or the depositor's remark. Unless noted, calls come from the whole dose curve; as a rule, active = well fitted curve in the direction sought with a large enough effect; inconclusive = small, poorly fitted or top-dose-only effect, or another doubt; inactive = no such curve, though single readings can be large; an effect the other way counts as inactive or inconclusive. Unless noted, % is set by controls: 0 for no effect and ±100 for the full control effect.

The first 2 records (preview)
SMILES	HCMV antiviral	AmpC inh detg	LmPK inh	Tb PYK inh	AmpC inh no detg	Sm TGR inh	AMA1 RON2 block
COc1ccc(/C=N/S(=O)(=O)CCc2ccccc2)c(OC)c1	-15.8	3.3%	6.8%	-12.0%	4.2%	1.8%	-23.8%
CCOC(=O)C1=C(CN2CCCCCC2)NC(=O)NC1c1ccc2c(c1)OCO2 (stereo unspecified)	0.0	-0.4%	0.2%	-7.1%	-48.2%	6.9%	-1.2%

The list itself, from the first entry:
SMILES	HCMV antiviral	AmpC inh detg	LmPK inh	Tb PYK inh	AmpC inh no detg	Sm TGR inh	AMA1 RON2 block
COc1ccc(/C=N/S(=O)(=O)CCc2ccccc2)c(OC)c1	-15.8	3.3%	6.8%	-12.0%	4.2%	1.8%	-23.8%
CCOC(=O)C1=C(CN2CCCCCC2)NC(=O)NC1c1ccc2c(c1)OCO2 (stereo unspecified)	0.0	-0.4%	0.2%	-7.1%	-48.2%	6.9%	-1.2%
O=S(=O)(c1ccc(F)c(F)c1F)N1CCN(c2ncnc3sccc23)CC1	-79.4*	.	.	-7.3%	-14.6%	.	2.0%
CC(=O)Oc1ccc2ccc(=O)oc2c1	9.8	7.6%	3.4%	2.6%	-2.6%	6.0%	5.0%
Cc1nc(C)c(C(=O)NNS(=O)(=O)c2ccc([N+](=O)[O-])cc2)s1	-35.8	-5.1%	0.4%	1.3%	-6.9%	-10.3%	2.3%
CC(C)(C)c1ccc(C(=O)Nc2ccc(NC(=O)c3ccco3)cc2)cc1	-83.3*	-12.4%	-1.9%	-7.3%	-11.8%	-29.5%	-4.5%
O=C1C(=O)N(CCc2c[nH]c3ccccc23)C(c2cccnc2)/C1=C(/O)c1ccccc1 (stereo unspecified)	.	-5.6%	3.6%	.	-16.8%	-23.0%	.
O=C(O)C1=C[C@H](c2ccc(F)cc2)C[C@H](OCCCCO)O1	8.2	4.5%	1.9%	3.8%	-23.8%	?	7.6%
O=C(N/N=C/C(Br)=C/c1ccccc1)c1cccs1	9.7	-3.9%	-3.2%	-8.9%	-41.3%	-19.9%	-0.9%
COc1ccc(CNC(=O)OCCN2CCN(S(=O)(=O)c3ccc(C)cc3)CCC2=O)cc1	-65.2*	0.8%	2.9%	3.6%	171.6%[activator]	2.1%	6.3%
COC/C=C/C1=CC2=CC(=O)C(C)(OC(=O)c3cnc4ccccc4n3)C(=O)C2=CN1CC(C)C (stereo unspecified)	.	.	-8.3%[11.5 µM]	-4.3%	.	.	-10.9%
c1ccc(-c2n[nH]c(-c3ccccn3)n2)cc1	58.1	-13.8%	?	-7.4%	-5.5%	4.6%	-23.1%
CCc1ccccc1Nc1nc2ccccc2n1C(C)C	?	3.2%	-0.1%	2.4%	-18.6%	-0.4%	41.8%[activator]
Cn1nnc2cc(NC(=O)Nc3cccc(Cl)c3)ccc21	-102.4*	?	-4.5%	4.2%	-29.3%	10.1%	-0.2%
O=C1c2ccccc2NC(c2ccccc2O)N1O (stereo unspecified)	27.0	?	-2.4%	-2.7%	-5.7%	-13.9%	76.4%[activator]
COc1ccc(Cl)cc1C(=O)Nc1ccccc1N1CCN(C(=O)C(C)C)CC1	-5.3	-13.6%	1.7%	?	137.4%[activator]	-15.9%	16.1%
CN(C)C(=S)SCCn1c(N)nc(N(C)C)nc1=O	9.3	-6.1%	2.7%	-8.4%	-3.9%	-27.1%	3.6%
COc1cccc(NC(=O)N2CCCC2C(=O)NCc2ccccc2)c1 (stereo unspecified)	-28.7	10.4%	4.7%	-1.5%	-13.4%	-2.9%	15.2%
CCC(C(=O)Nc1ccc(S(=O)(=O)Nc2ncccn2)cc1)c1ccccc1 (stereo unspecified)	11.0	?	1.3%	-19.1%	-19.2%	5.9%	3.6%
CN1C[C@@H]2[C@@H]3C(=O)N(C)C(=O)[C@@H]3[C@](C)(C1=O)N2C(=O)c1ccc(F)cc1	-3.4	.	.	-4.4%	.	.	-2.6%
Cc1c(C(=O)Nc2ccc3c(c2)OCO3)oc2ccccc12	140.8	-15.2%	-0.2%	-6.9%	-33.2%	16.6%	?
Cc1cc(-c2nn(-c3ccccc3F)cc2CNCCc2cnccn2)c(C)s1	-9.9	-4.0%	0.7%	1.2%	78.4%[activator]	-7.5%	-4.9%
OCCC1CN(Cc2cn[nH]c2C2CCCCC2)CCN1C1CCCCC1 (stereo unspecified)	-37.1	2.1%	-1.5%	-0.8%	-24.8%	-1.2%[57.1 µM]	4.7%
CN(C)S(=O)(=O)N1CCN(c2ccc([N+](=O)[O-])c(N3CCCCC3)c2)CC1	5.6	9.0%	13.7%	-1.2%	47.0%	7.6%	-20.3%
Cc1ccc(NC(=O)NC2CCCc3ccccc32)cc1 (stereo unspecified)	-20.9	-3.7%	5.2%	1.8%	?	1.7%	-8.1%
O=C(N/N=C/c1ccccc1[N+](=O)[O-])c1ccncc1	7.8	-0.6%	-1.8%	-3.8%	-16.5%	10.9%	1.8%
O=C1/C(=C\c2ccc(O)c(O)c2)C(c2ccccc2)=NN1c1ccccc1	6.9	5.1%	-15.7%	-18.3%	-36.9%	.	1.9%
CCN(CC)CCNC(=O)c1cn(CC)c2cc(N3CCN(C)CC3)c(F)cc2c1=O	65.2	-1.8%	-2.9%	-17.7%	-10.3%	0.5%	13.0%
O=S(=O)(NCCN1CCOCC1)c1ccc(Cl)s1	-39.6	0.9%	-2.4%	-6.5%	-11.0%	6.2%	-14.9%
COC(=O)c1ccc(C2NC(=S)N(c3ccccc3)C(C)=C2C(=O)Nc2ccccc2OC)cc1 (stereo unspecified)	-1.0	3.3%	7.0%	0.2%	-34.8%	-2.2%	35.0%[activator]
CCNc1nc(NCC)n2c(SCC(=O)Nc3ccc(Br)cc3F)nnc2n1	-17.5	-13.9%	.	?	1.6%	-2.5%	3.9%
S=C(c1cn(CCOc2ccccc2)c2ccccc12)N1CCCC1	0.6	-0.3%	4.1%	-14.6%	-36.7%	0.5%	-22.0%
N#CCSc1nnc2ccc3ccccc3n12	25.4	2.0%	-1.5%	-3.9%	-26.8%	4.9%	41.0%[activator]
O=C(CCC1CCCN(C(=O)C2CCCC2)C1)NCc1ccc(F)c(F)c1 (stereo unspecified)	-21.8	1.5%	3.6%	1.1%	52.0%	-11.6%[57.1 µM]	-7.2%
O=C(Cn1cccn1)N1CCCC(N2CCN(c3ccccc3F)CC2)C1 (stereo unspecified)	?	?	5.2%	-7.6%	-1.9%	-0.2%	6.5%
CC(=O)Nc1cccc(NC(=O)COc2nncc3ccccc23)c1	-16.5	-4.2%	4.4%	-0.3%	-14.6%	-10.5%	13.8%

Six compounds out of the list, ordered by count of non-hydrogen atoms, smallest number first:
SMILES	HCMV antiviral	AmpC inh detg	LmPK inh	Tb PYK inh	AmpC inh no detg	Sm TGR inh	AMA1 RON2 block
N#CCSc1nnc2ccc3ccccc3n12	25.4	2.0%	-1.5%	-3.9%	-26.8%	4.9%	41.0%[activator]
O=S(=O)(NCCN1CCOCC1)c1ccc(Cl)s1	-39.6	0.9%	-2.4%	-6.5%	-11.0%	6.2%	-14.9%
CC(=O)Nc1cccc(NC(=O)COc2nncc3ccccc23)c1	-16.5	-4.2%	4.4%	-0.3%	-14.6%	-10.5%	13.8%
O=C(CCC1CCCN(C(=O)C2CCCC2)C1)NCc1ccc(F)c(F)c1 (stereo unspecified)	-21.8	1.5%	3.6%	1.1%	52.0%	-11.6%[57.1 µM]	-7.2%
CCNc1nc(NCC)n2c(SCC(=O)Nc3ccc(Br)cc3F)nnc2n1	-17.5	-13.9%	.	?	1.6%	-2.5%	3.9%
COC(=O)c1ccc(C2NC(=S)N(c3ccccc3)C(C)=C2C(=O)Nc2ccccc2OC)cc1 (stereo unspecified)	-1.0	3.3%	7.0%	0.2%	-34.8%	-2.2%	35.0%[activator]

Other entries
SMILES	HCMV antiviral	AmpC inh detg	LmPK inh	Tb PYK inh	AmpC inh no detg	Sm TGR inh	AMA1 RON2 block
COc1ccc(N2C(=O)CC(c3ccc([N+](=O)[O-])cc3)C2=O)cc1 (stereo unspecified)	.	2.2%	4.9%	4.6%	-29.7%	-0.7%	1.8%
O=C(NC12CC3CC(CC(C3)C1)C2)c1ccc(-c2ccc(Br)cc2)o1	5.0	-7.0%	-3.9%	4.0%	-55.0%	?	-33.5%
Cc1ccc(-c2nnn(CC(=O)N(CCO)C(C(=O)NC(C)(C)C)c3ccncc3)n2)cc1 (stereo unspecified)	27.7	?	2.8%	0.0%	16.1%	?	-5.7%
Cc1cc2c(C(C)C)c(O)c(O)c(C=O)c2c(O)c1-c1c(C)cc2c(C(C)C)c(O)c(O)c(C=O)c2c1O	.	-7.5%&2.0%	6.8%&31.9%	-11.6%&-12.3%	-48.2%&-55.4%	50.1µM*	.
CCCS(=O)(=O)c1nc(S(=O)(=O)c2ccc(C)cc2)c(N2CCC(C)CC2)s1	?	-3.2%	0.9%	-10.0%	-7.9%	-4.9%	23.9%
CCOC(=O)c1c(N/N=C/c2ccncc2)n[nH]c1C	-5.4	11.5%	-15.5%	0.6%	3.3%	3.2%	1.1%
O=C(N/N=C/c1cc([N+](=O)[O-])ccc1N1CCNCC1)c1ccc([N+](=O)[O-])cc1	6.2	-9.9%	-6.3%	5.0%	-16.6%	-14.5%	23.2%
Cc1ccc(CNC(=O)C2CCN(S(=O)(=O)c3c(C)noc3C)CC2)cc1	6.5	2.3%	1.6%	-3.1%	.	?	23.4%
Cc1ccc(S(=O)(=O)N(C)C)cc1NC(=O)COC(=O)CCC1CCCCC1	-9.9	-12.9%	.	0.5%	10.7%	-6.9%	6.5%
N#CC(C#N)=c1ccc2c(c1)N1C3=C(CCCC3)CC3CCCCC31N=2 (stereo unspecified)	-95.5*	-1.0%	17.8µM*	?	-20.8%	0.4%	?
COCCn1c(N)c(C(=O)NCC2CCCO2)c2nc3ccccc3nc21 (stereo unspecified)	-11.1	-1.7%	-0.2%	2.8%	200.5%[activator]	11.6%	28.9%
Cc1csc2nc(COC(=O)c3ccc(NC(=O)C(C)C)cc3)cc(=O)n12	-34.3	0.9%	.	-24.5%	.	0.5%	.
CC(C)CC(=O)Nc1ccc2c(c1)nc(CCN1CCOCC1)n2C	-14.6	-9.8%	-1.1%	0.0%	40.1%	11.9%	6.5%

Screening data from PubChem BioAssay.

Rows are unselected. About 7.4% of those tested had a hit in this group.
